From PubChem BioAssay
PAX8 inh HTS – lowers PAX8-driven luciferase in RMG-I cells; inhibition, % at 12.6 µM; 1.2% of 360,000 active; AID 652154; RMG-I TPO-luciferase reporter, SteadyGlo, 24 h;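 active means mean replicate inhibition at least 60% with every replicate also reaching 60%; inconclusive means only one of the two criteria is met; inactive means mean below 60% and not all replicates reaching 60%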;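 further: luciferase light reporting Pax8 driven TPO promoter activity; plate controls were median of neutral control wells for no effect and mitoxantrone controls for full effect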
ERAP1 inh – blocks human ERAP1 aminopeptidase activity; Q9NZ08; recombinant ERAP1, Leu-AMC fluorescence, 60 min; inhibition, % at 10.7 µM; 0.15% of 340,000 active;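 active means mean replicate inhibition of at least 30%, or all replicates individually reaching that 30% level; inactive means mean below 30% and not every replicate reaching it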;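 further: 0% = neutral control wells and 100% = L-leucinethiol positive control wells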
Target sequence (Q9NZ08 whole entry, looked up): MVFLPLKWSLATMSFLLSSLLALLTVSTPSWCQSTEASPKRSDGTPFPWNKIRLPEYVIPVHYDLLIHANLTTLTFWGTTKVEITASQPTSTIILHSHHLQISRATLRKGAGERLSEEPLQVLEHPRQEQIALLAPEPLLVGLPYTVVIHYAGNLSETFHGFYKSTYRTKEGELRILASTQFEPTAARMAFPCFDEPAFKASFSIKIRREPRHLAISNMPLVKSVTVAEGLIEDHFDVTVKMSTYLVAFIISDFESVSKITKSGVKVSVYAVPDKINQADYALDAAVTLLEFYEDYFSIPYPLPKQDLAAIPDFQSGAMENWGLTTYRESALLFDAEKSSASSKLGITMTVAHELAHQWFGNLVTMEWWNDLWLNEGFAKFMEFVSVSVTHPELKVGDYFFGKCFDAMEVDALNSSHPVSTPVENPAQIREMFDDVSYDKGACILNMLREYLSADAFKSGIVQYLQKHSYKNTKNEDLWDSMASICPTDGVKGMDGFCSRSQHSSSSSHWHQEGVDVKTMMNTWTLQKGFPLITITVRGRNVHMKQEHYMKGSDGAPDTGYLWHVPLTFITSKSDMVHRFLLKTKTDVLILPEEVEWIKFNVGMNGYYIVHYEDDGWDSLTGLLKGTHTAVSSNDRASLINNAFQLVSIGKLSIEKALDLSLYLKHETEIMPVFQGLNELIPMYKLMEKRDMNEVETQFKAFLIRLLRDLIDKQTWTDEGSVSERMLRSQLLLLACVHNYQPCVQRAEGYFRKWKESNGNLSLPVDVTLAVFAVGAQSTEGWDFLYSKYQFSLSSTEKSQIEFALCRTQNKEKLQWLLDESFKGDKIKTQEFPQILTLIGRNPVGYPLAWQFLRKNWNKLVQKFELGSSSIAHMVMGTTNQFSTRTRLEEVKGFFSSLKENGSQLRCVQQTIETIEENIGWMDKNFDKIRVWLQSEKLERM
FN deposit inh – fibronectin deposition inhibition. AH1F fibroblasts, Alexa488-fibronectin deposition fluorescence, overnight. inhibition, % at 12.6 µM. 0.086% of 350,000 active. AID 743247;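 active means mean inhibition across replicates of 30% or more, regardless of how many single replicates reach that level; inconclusive means mean under 30% yet at least half of replicates reach 30%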;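 further: positive control wells lacked labelled fibronectin entirely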
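Test system: AH1F fibroblast monolayer depositing Alexa488-labelled fibronectin into matrix. Input: 10000 cells per well. Technique: fluorescence, ex 485 nm, em 525 nm. Buffer or medium: DMEM plus 2% serum, read in PBS. Timing: 1 h cell adhesion before compound, then overnight fibronectin incubation. Compound: single dose, pinned. Read-out basis: inhibition from reduced deposited-fibronectin fluorescence.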
PglD DTNB – inhibitors of Campylobacter jejuni PglD acetyltransferase; 0.098% of 360,000 active; inhibition, % at 12.5 µM; purified PglD enzyme, DTNB colorimetric CoA detection; AID 602405; in the data active means inhibition above about 16%, passing the limit was not always enough; inconclusive means no clear call, values can overlap the other calls; further: strong numbers were not always called active
EWS-Fli inh – inhibitors of EWS/Fli oncoprotein transcriptional activity. 0.67% of 350,000 active. inhibition, % at 12.6 µM. AID 651661. A673 NR0B1-luciferase reporter, viability-normalised;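 active means mean inhibition of at least 50% after viability correction, with every replicate also passing that limit; inconclusive means mean reaches 50% but only one of two replicates passes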;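 further: firefly luciferase signal divided by Alamar Blue viability fluorescence both relative to DMSO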
PGC1a acetyl inh – lowers PGC1a acetylation signal in U2OS cells; AlphaScreen anti-acetyl-lysine; with virally co-expressed GCN5 acetyltransferase; inhibition, % at 15.6 µM; 0.17% of 350,000 active;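 active means every replicate shows inhibition of at least 40%; inconclusive means mean inhibition at least 40% but some replicate below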;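 further: 0% = neutral control wells and 100% = positive control wells; some results beyond the cut were filed as inactive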
S100A4 inh HTS – inhibitors of human S100A4 binding to myosin IIA peptide. 0.14% of 360,000 active. inhibition, % at 10.7 µM. S100A4/TAMRA-MyoIIA peptide fluorescence polarization;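 active means mean inhibition of at least 70% across replicates, with every replicate also reaching that level; inconclusive means mean inhibition reaches 70% but some replicates fall short; inactive means mean inhibition below 70%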
Target sequence (P26447 whole entry, looked up): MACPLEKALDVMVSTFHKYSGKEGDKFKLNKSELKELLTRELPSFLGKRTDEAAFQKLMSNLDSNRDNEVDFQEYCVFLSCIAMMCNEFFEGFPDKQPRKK
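Material: S100A4 monomer (human). Medium: Calcium-containing HEPES buffer, pH 7.2. Probe or stimulus: labelled myosin peptide probe, 5 nM. Compound dosing: one concentration per compound. Timing: polarization read 5 min after assay mix addition, stable 5–60 min. Benchmarks: DMSO as neutral control, TFP as positive control.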
LGR2 inh – blocks bursicon-induced cAMP signaling via Drosophila LGR2; AID 720647; HEK293 LGR2, CRE-luciferase, bursicon-stimulated, 4 h; inhibition, % at 9.99 µM; 0.35% of 380,000 active;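 active means drop in luminescence signal, shown as inhibition above about 50% in the replicate tests, limit read from the data, passing the limit was not always enough; inconclusive means probably only some replicates passing the limit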;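 further: agonist challenge used bursicon conditioned medium at about half maximal strength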
* = called active by the depositor; ? = inconclusive; / = not tested or not shown.

SMILES	PAX8 inh HTS	ERAP1 inh	FN deposit inh	PglD DTNB	EWS-Fli inh	PGC1a acetyl inh	S100A4 inh HTS	LGR2 inh
Cc1[nH]nc(C(F)(F)F)c1N=NN1CCOCC1	34	3	3	/	31	-12	-2	8
Cc1noc(C)c1NC(=O)Nc1ccc2c(c1)CC(=O)N([C@H](C)CO)C[C@H](C)[C@H](CN(C)S(=O)(=O)c1ccc(F)cc1)O2	-45	1	/	1	-13	3	-12	-2
Cc1ccc(CNc2nc(C)nc3sc4c(c23)CCC4)cc1	/	/	2	-1	/	-2	/	2
Cc1ccc(OCc2nnc(SCC(=O)N3C(C)CCCC3C)o2)cc1 (stereo unspecified)	12	-3	1	2	-7	/	-3	3
CC(C)c1cc(C(=O)OCC(=O)N2CCN(C(=O)c3ccco3)CC2)c(O)c(C(C)C)c1	113*	1	-5	-4	6	/	-9	0
CCOc1cccc2cc(C(C)=O)oc12	-1	-1	15	0	-6	/	2	5
Cn1c(/C=C/c2ccccc2[N+](=O)[O-])nc2ccccc2c1=O	-34	1	5	4	-62	/	0	-17
O=C(Nc1ccc2c(c1)OCO2)Nc1ccccc1F	-229	0	3	/	/	/	-3	-38
C#CCN(C[C@@H]1[C@@H](OC(=O)NCCCCCC)[C@@H](OC(=O)NCCCCCC)Cn2c(=O)ccc(=O)n21)S(=O)(=O)c1ccc(C)cc1	113*	0	8	2	67*	92*	19	?
CCCCN1C(=O)C(CC(=O)NC2CCCCC2)CC(C(=O)N(C(C)C)C(C)C)=C1C (stereo unspecified)	-17	/	-9	-1	-3	2	-1	5
O=C(O)C1C(=O)NCC1c1ccccc1 (stereo unspecified)	-9	-4	6	/	1	15	1	30
NCC[C@H]1CC[C@@H](NC(=O)C2CCCCC2)[C@@H](CO)O1	-2	-2	/	0	-6	?	3	7
Cc1ccc(C(=O)COC(=O)c2cccc(O)c2)s1	-111	-3	/	4	-11	4	0	-24
CC1(Cc2ccc(Cl)cc2)C(=O)Nc2ccc(-c3ccc(F)c(Cl)c3)cc21 (stereo unspecified)	18	4	/	8	2	-3	-22	12
C[C@H](CO)N1C[C@H](C)[C@@H](CN(C)Cc2ccc(Oc3ccccc3)cc2)Oc2ccc(NC(=O)CCC(F)(F)F)cc2C1=O	/	1	/	-1	2	-2	-1	10
Cc1cc(C)cc(N(CCC#N)C(=O)COC(=O)CN2C(=O)NC(C)(C)C2=O)c1	6	0	15	/	0	/	2	13
O=C(c1ccc2c(c1)OCO2)N1CC(=O)N2[C@H](C1)[C@H](c1ccc(C#Cc3ccccc3)cc1)[C@@H]2CO	/	3	/	/	-14	-1	-4	-13
O=C(C[C@@H]1CC[C@H]2[C@@H](COC[C@H](O)CN2S(=O)(=O)c2ccc(Cl)cc2)O1)NCc1ccc(Cl)c(Cl)c1	8	-2	0	3	7	-1	-4	5
CC(=O)c1ccc(N(C(=O)CNC(=O)c2ccco2)C(C(=O)NC2CCCC2)c2ccc(C)o2)cc1 (stereo unspecified)	-1	-5	5	-2	-6	/	2	-6
C[C@H](CO)N1C[C@H](C)[C@@H](CN(C)C(=O)c2cnccn2)Oc2cc(C#CC3CC3)ccc2S1(=O)=O	/	0	/	2	0	0	7	-11
Cc1ccc(S(=O)(=O)N2CCOCC2)cc1NC(=O)CNCc1cccnc1	-22	-2	-1	6	14	8	3	7
Cc1ccc(C(=O)CSc2nc3c([nH]2)c(=O)n(C)c(=O)n3C)cc1	17	7	3	/	16	/	-9	8
CCCCCn1c(N(C)Cc2ccccc2)nc2c1c(=O)[nH]c(=O)n2C	24	2	6	4	10	14	0	-17
O=C(Cn1nc(CNc2ccc(Cl)cc2)[n+]2c1CCCCC2)c1ccc(Br)cc1	1	/	-7	16	-9	7	/	-2
COc1cccc(-c2noc(CCC(=O)NCC3CCCO3)n2)c1 (stereo unspecified)	10	9	-6	2	19	3	0	-1
O=S1(=O)C=C(SCc2ccc(F)cc2)Nc2ccccc21	8	1	-3	/	0	6	0	3
Clc1ccc(OCCCNCc2ccccc2)c2ccccc12	5	1	5	5	21	-18	24	-17
CC(C)Oc1ccccc1OCCCOc1cccc2cccnc12	-18	-1	-15	6	-15	-13	1	-31
NC(=O)COc1ccc2oc(-c3ccccc3)cc(=O)c2c1	-3	1	-5	2	-79	-2	-3	-2
CC(=O)Oc1ccc(OC(C)=O)c2c1CC(C)=C(C)C2	30	-5	10	0	9	-13	1	14
CSc1ncccc1C(=O)N1CCN(S(=O)(=O)c2cc(C)ccc2C)CC1	8	-3	5	-2	6	5	0	9
Cc1ccc(S(=O)(=O)Nc2ccc3c(c2)C(=O)N([C@H](C)CO)C[C@@H](C)[C@@H](CN(C)S(=O)(=O)c2ccc(F)cc2)OCCCC[C@@H](C)O3)cc1	40	2	/	-1	-3	-15	-1	2
CCOc1ccc(N/C=C/C(=O)c2ccc(OC)cc2)cc1	-83	1	-10	-1	-60	-13	-3	-32
Cc1ccc(C(=O)OC(C)CN2C(C)CCCC2C)cc1 (stereo unspecified)	-2	-1	-5	-2	-1	0	0	1
O=C(C[C@@H]1CC[C@H](NC(=O)C2CC2)[C@@H](CO)O1)NCCCN1CCOCC1	-13	0	3	5	4	5	4	-13
COc1ccc(NC(=O)N2C[C@H](O)COC[C@@H]3O[C@H](CC(=O)NC4Cc5ccccc5C4)CC[C@H]32)cc1	5	-1	2	0	4	-9	-11	-7
COCC(=O)N(C)C[C@H]1Oc2ncc(-c3cccc(OC)c3)cc2C(=O)N([C@H](C)CO)C[C@H]1C	/	-3	/	0	-1	-8	-11	0
COc1ccc(C(CNC(=O)CNC(=O)c2ccccc2)N2CCCC2)cc1 (stereo unspecified)	-1	1	-19	5	4	/	-7	-6
COc1ccccc1N1CCN(C(=O)CCNS(=O)(=O)c2cc(Br)cnc2N)CC1	8	2	-1	-1	/	1	-7	10
CC(C)C#Cc1cnc2c(c1)C(=O)N([C@@H](C)CO)C[C@@H](C)[C@H](CN(C)C(=O)Nc1ccccc1F)O2	/	1	/	2	0	10	1	7
S=c1nc(-c2cc(Cl)ccc2Cl)[nH][nH]1	6	-2	-1	5	4	-9	-13	-35
C[C@H]1CN([C@@H](C)CO)C(=O)Cc2cc(N(C)C)ccc2O[C@H]1CN(C)Cc1ccncc1	11	/	5	-2	10	-9	-11	-27
CNC(=O)c1ccsc1NC(=O)c1ccc(S(=O)(=O)N2CCCc3ccccc32)cc1	42	-1	-9	-3	7	-28	-13	10
CC(=O)NCCc1nc2ccccc2n1CCOc1ccc(C)cc1	5	4	2	-1	-3	-8	43	4
O=C(N=Nc1c(O)[nH]c2ccccc12)c1cccc(S(=O)(=O)N2CCCCC2)c1	-2	11	8	/	14	/	4	5
CCOc1ccc(/C=N/OCC(=O)NCc2cccs2)cc1	-17	/	/	-7	/	2	/	7
C[C@H]1CN([C@@H](C)CO)C(=O)Cc2cc(NC(=O)Nc3cccc4ccccc34)ccc2O[C@H]1CN(C)Cc1ccncc1	52	3	/	-2	/	-8	3	-20
COc1ccc(S(=O)(=O)Cc2ccc(C(=O)NC3CC3)o2)cc1	21	0	6	-2	-4	6	-9	6
C[C@H]1CCCCO[C@@H](CN(C)Cc2ccc(C(=O)O)cc2)[C@@H](C)CN([C@@H](C)CO)C(=O)c2cc(NS(=O)(=O)c3cn(C)cn3)ccc2O1	-10	/	/	6	-4	4	/	-8
Cc1cc(C)c2c(=O)[nH]c(SCC(=O)Nc3ccc(Br)cc3)nc2n1	23	2	-31	-1	-3	-7	-2	-8
CCS(=O)(=O)Nc1ccc2c(c1)C(=O)N(C)C[C@@H](OC)[C@H](C)CN(C(=O)COC)[C@@H](C)CO2	1	/	8	5	-2	-12	/	6
Cc1ccc(S(=O)(=O)Nc2ccc3c(c2)C(=O)N([C@@H](C)CO)C[C@@H](C)[C@H](CN(C)C(=O)Nc2ccc4c(c2)OCO4)O3)cc1	5	/	/	/	-8	-12	/	-3
C#CCn1cc(C=C2C(=O)c3ccccc3C2=O)c2ccccc21	44	-2	-3	/	-62	/	-4	27
C[C@H](CO)N1C[C@H](C)[C@@H](CN(C)Cc2cccc(F)c2)Oc2ncc(-c3ccccc3F)cc2C1=O	-15	1	/	2	4	-21	-3	-5
C[C@@H]1CCCCO[C@H](CN(C)C(=O)Nc2ccc(C(F)(F)F)cc2)[C@@H](C)CN([C@H](C)CO)C(=O)c2cc(NC(=O)CCC(F)(F)F)ccc2O1	-7	1	/	0	-15	0	-1	28
NC(=O)CN1CCN(C(=O)Nc2ccccc2)CC1	-3	/	-5	4	-4	13	-5	-16
C=CCNC(=S)NNC(=O)COc1ccc2cc(Br)ccc2c1	-144	3	-11	2	-19	/	5	-69
C[C@H]1CN([C@@H](C)CO)S(=O)(=O)c2ccc(-c3cccnc3)cc2O[C@@H]1CN(C)CC1CCOCC1	-1	0	/	0	3	-7	6	-23
Cc1ccc(S(=O)(=O)N2CCN(C(=O)c3ccc(COc4ccccc4)o3)CC2)cc1	15	-6	-3	0	0	-10	-10	5
N/C(=N\OC(=O)c1cccc(C(F)(F)F)c1)c1cnccn1	-133	1	2	-2	-72	/	12	-20
The results go on:
SMILES	PAX8 inh HTS	ERAP1 inh	FN deposit inh	PglD DTNB	EWS-Fli inh	PGC1a acetyl inh	S100A4 inh HTS	LGR2 inh
COc1ccc(-c2nc(CS(=O)CC(=O)NCCc3ccc(OC)c(OC)c3)c(C)o2)cc1 (stereo unspecified)	6	-3	5	/	/	/	11	8
Cc1ccccc1NC(=O)/C(C#N)=C\c1cn(CC(=O)O)c2ccccc12	-1	4	-2	/	-5	1	1	-14
Cc1ccc(CN2C(=O)C3CCCN3c3ncccc32)cc1 (stereo unspecified)	10	-1	-1	-1	13	6	-13	6
CC(C)(C)NC(=O)CSc1n[nH]c(=O)n1-c1ccccc1	/	/	-5	6	/	-21	/	7
CCCCOc1ccc(CSc2nnc(C)n2N)cc1[N+](=O)[O-]	16	4	-11	/	-2	-15	-14	-4
NC(=O)C1CCN(C2=C(NS(=O)(=O)c3ccccc3)C(=O)c3ccccc3C2=O)CC1	6	1	-2	/	-13	3	-1	-3
c1ccc(Cc2c[nH]c3ccccc23)cc1	-12	-3	-2	6	17	5	-3	-1
Cc1ccc(C(=O)N2CCCC(C(=O)c3ccc(Cl)cc3C)C2)cn1 (stereo unspecified)	-18	-1	-10	5	/	-6	2	11
Cc1nn(C)c(C)c1NC(=O)c1cc2nc(-c3ccco3)cc(C(F)(F)F)n2n1	-12	10	-6	/	-11	/	-9	-3
CC(=O)NC(CC(=O)Nc1cccc(S(=O)(=O)N2CCCC2)c1)c1ccccc1 (stereo unspecified)	1	3	5	1	-3	-1	1	-17

Sorted by number of heavy atoms (descending): some entries from above
SMILES	PAX8 inh HTS	ERAP1 inh	FN deposit inh	PglD DTNB	EWS-Fli inh	PGC1a acetyl inh	S100A4 inh HTS	LGR2 inh
NC(=O)C1CCN(C2=C(NS(=O)(=O)c3ccccc3)C(=O)c3ccccc3C2=O)CC1	6	1	-2	/	-13	3	-1	-3
Cc1nn(C)c(C)c1NC(=O)c1cc2nc(-c3ccco3)cc(C(F)(F)F)n2n1	-12	10	-6	/	-11	/	-9	-3
Cc1ccc(C(=O)N2CCCC(C(=O)c3ccc(Cl)cc3C)C2)cn1 (stereo unspecified)	-18	-1	-10	5	/	-6	2	11
CC(C)(C)NC(=O)CSc1n[nH]c(=O)n1-c1ccccc1	/	/	-5	6	/	-21	/	7
